thrombin 1536 = thrombin (human) inhibition; hit rate 0.26% among 220,000; P00734; inhibition, % at 5 µM; alpha-thrombin, Boc-VPR-AMC fluorogenic substrate cleavage; AID 1046;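 active = inhibition at or above 40%; inactive = inhibition below 40%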;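 note: 0% = enzyme with no compound and 100% = wells without enzyme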
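Test system: human alpha-thrombin; medium: pH 7.5 Tris-saline with Tween 20; times: reaction at room temperature; signal: AMC fluorescence at 355 nm excitation and 460 nm emission; also added: Boc-VPR-AMC substrate, 15 µM final; dosing: one concentration per compound, 5 µM, with 0.2% DMSO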
Furin inhibitor = inhibitors of human furin; P09958; purified furin, fluorogenic substrate cleavage; inhibition, % at 30 µM; hit rate 0.061% among 220,000; in the data active = inhibition above about 25%; note: inactives centre near -15
Wee1 stabilizer = human Wee1 degradation inhibition, primary screen. P30291. HeLa Luc-Wee1K328M stability, luciferase luminescence; 100% = proteasome inhibitor MG132 effect. reporter increase, % at 5 µM. hit rate 1.2% among 220,000. AID 1321;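 active = activation above the mean of all tested compounds plus 3 SD, set per screening run, cut at about 8.8% in these data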;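 note: cells exposed to compound for 20 h before luminescence read; 0% = DMSO alone and 100% = MG132 at 30 µM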
FXIa inh 1536 = blocks human coagulation factor XIa protease activity | purified FXIa, Boc-Glu-Ala-Arg-AMC fluorogenic substrate | inhibition, % at 5 µM | hit rate 0.14% among 220,000;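 active = inhibition of at least 40%; inactive = inhibition below 40%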;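 note: fluorescence of freed AMC excited at 355 nm; 0% = enzyme without compound and 100% = no enzyme blank; many of its hits are not listed in these tables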
Target sequence (P03951 19-387 limits assumed): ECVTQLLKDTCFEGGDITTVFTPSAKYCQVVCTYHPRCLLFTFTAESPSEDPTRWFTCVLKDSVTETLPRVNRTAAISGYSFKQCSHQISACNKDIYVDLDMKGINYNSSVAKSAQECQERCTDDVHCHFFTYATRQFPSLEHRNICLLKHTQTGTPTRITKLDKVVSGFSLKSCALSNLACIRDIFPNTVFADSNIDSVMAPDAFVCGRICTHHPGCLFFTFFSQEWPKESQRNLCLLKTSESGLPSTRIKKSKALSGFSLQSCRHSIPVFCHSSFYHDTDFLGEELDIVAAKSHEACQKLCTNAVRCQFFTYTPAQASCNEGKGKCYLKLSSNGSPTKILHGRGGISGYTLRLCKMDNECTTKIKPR
Target sequence (P03951 388-625 limits assumed): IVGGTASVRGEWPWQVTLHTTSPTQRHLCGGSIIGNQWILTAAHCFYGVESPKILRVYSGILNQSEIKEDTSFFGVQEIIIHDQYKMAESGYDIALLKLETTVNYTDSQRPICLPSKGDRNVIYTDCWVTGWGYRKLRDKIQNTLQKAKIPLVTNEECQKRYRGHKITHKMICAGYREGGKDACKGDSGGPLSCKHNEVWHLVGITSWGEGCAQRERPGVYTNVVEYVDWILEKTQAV
p97 ATPase inh = inhibitors of human p97 ATPase | P55072 | recombinant p97 ATPase, Kinase-Glo ATP luminescence, 3 h | inhibition, % at 8 µM | hit rate 0.42% among 220,000; in the data active = inhibition above about 15%;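 note: 0% = DMSO vehicle and 100% = wells lacking enzyme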
FXIIa inh 1536 = blocks human coagulation factor XIIa protease activity. P00748. purified FXIIa, Boc-QGR-AMC fluorogenic substrate, 2 h. inhibition, % at 5 µM. hit rate 0.3% among 220,000. AID 800; in the data active = inhibition above about 40%;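 note: 0% = enzyme with no compound and 100% = blank without enzyme; many of its hits are not listed in these tables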
hK5 inh = blocks human kallikrein 5 protease activity; hit rate 0.59% among 210,000; Q9Y337; recombinant hK5, fluorogenic AMC substrate cleavage; AID 873; inhibition, % at 5 µM;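 active = inhibition of 40% or more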;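 note: 0% = enzyme controls without compound and 100% = no-enzyme blanks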
Target sequence (Q9Y337 67-293 limits assumed): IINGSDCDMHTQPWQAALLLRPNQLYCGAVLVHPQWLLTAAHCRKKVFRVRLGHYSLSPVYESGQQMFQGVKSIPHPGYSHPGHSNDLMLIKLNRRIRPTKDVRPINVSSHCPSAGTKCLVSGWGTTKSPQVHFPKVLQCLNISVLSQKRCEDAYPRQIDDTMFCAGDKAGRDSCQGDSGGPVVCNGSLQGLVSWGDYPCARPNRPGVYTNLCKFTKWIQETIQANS
KCC2 mod = modulators of human KCC2 chloride dependent transport | B-score of Tl+ flux slope (higher = more flux/activation; lower = inhibition) at 10 µM | hit rate 2.2% among 190,000 | KCC2 cells, thallium flux FluoZin-2 fluorescence;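 active = thallium flux slope and its plate-corrected score both differing from the plate sample mean at a set confidence after two filtering rounds, in either direction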;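 note: slope of fluorescence scaled to starting intensity during 10 to 20 s after thallium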
PERK inh = blocks human PERK kinase; AID 1416; CHO PERK-DD fusion, SEAP luminescence translation reporter; inhibition, % at 5.6 µM; Q9NZJ5; hit rate 0.17% among 220,000;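 active = inhibition above the mean inhibition of all tested compounds plus 3 SD, set separately per screening campaign, cut at about 2.9% in these data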;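 note: PERK kinase domain activated by AP20187 dimerizer at 100 nM; 0% = DMSO with dimerizer and 100% = rapamycin at 8.4 µM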
* hit, by the source's call; . = no result given; [ ] = dose if it differs, or a comment.

entry	compound	FXIIa inh 1536	hK5 inh	FXIa inh 1536	p97 ATPase inh	Furin inhibitor
1	CCc1nc2c(nnn2Cc2ccc(F)cc2)c(=O)[nH]1	0	-5	-6	3	-15[20 µM]
2	COc1ccc(-c2csc(NC(=O)c3cccc(S(=O)(=O)N4CCN(C)CC4)c3)n2)cc1	5	-4	-7	-2	-13[20 µM]
3	O=C(N=C1c2ccccc2CN1c1ccc(F)cc1)c1ccc(Cl)nc1	6	-8	-5	7	-19
4	Cc1ccc(N2CCN(C(=O)c3cc(C(=O)c4ccccc4C)c[nH]3)CC2)c(C)c1	2	-10	-6	-2	-12
5	CC(C)c1ccc2[nH]c3c(c2c1)CCC/C3=N\NC(=O)c1ccncc1	5	0	12	-1	-18
6	O=Cc1cccn1-c1c(C(=O)O)cnn1-c1ccccc1	4	0	-4	4	-19
7	CCc1nnc(NC(=O)c2n[nH]c(=O)c3ccccc23)s1	12	6	3	3	-30
8	CCCc1cc(=O)oc2cc3occ(C)c3cc12	14	-2	4	0	-24
9	CCNc1ccccc(C(=O)/C=C/c2ccc3c(c2)OCO3)c1=O	4	-32	2	3	-6[20 µM]
10	CCCCCCCN1C2=NCCN2c2ccccc21	11	1	4	4	-17

entry	thrombin 1536	KCC2 mod	PERK inh	Wee1 stabilizer
1	-9	0.95	-0.2	-1
2	-7	0.76	-0.9	-1
3	-2	0.59	0.0	3
4	-3	-0.0077	0.1	-1
5	0	3.1	-0.8	-1
6	-13	0.61	1.5	5
7	4	-0.51	1.6	-3
8	2	.	0.5	-3
9	5	-1.1	0.3	1
10	0	-1	-1.3	-4

The results go on:
entry	compound	FXIIa inh 1536	hK5 inh	FXIa inh 1536	p97 ATPase inh	Furin inhibitor
11	O=C(CC1C(=O)NCCN1Cc1c(F)cccc1Cl)NCCCn1cccn1 (centres undefined)	11	3	3	6	-9
12	Cc1ccccc1CSCCNC(=O)CSCc1ccc([N+](=O)[O-])cc1	4	14	-7	-1	-9
13	CCc1cc(C(=O)N/N=C/c2c(C)[nH]c3ccccc23)cs1	-2	0	-7	-4	-4
14	O=C(c1ccccc1)c1cccc(NC(=O)c2ccco2)c1	6	0	-15	0	-16
15	c1ccc(-c2n[nH]c3ccccc23)cc1	3	2	-4	1	-7
16	COC(=O)CN(c1ccc2c(c1)OCCO2)S(=O)(=O)c1ccccc1	15	-3	-2	-1	-5[20 µM]
17	CC(Oc1ccccc1)c1ccnn1S(=O)(=O)c1ccccc1 (centres undefined)	4	-11	0	0	-20
18	CC(C)C(=O)Nc1cccc(C(=O)Nc2cc([N+](=O)[O-])ccc2F)c1	6	4	4	-1	-9
19	NC(=O)c1ccsc1NC(=O)COC(=O)c1ccccc1NCc1ccco1	-1	-4	-4	-5	-32
20	COCCNC(=O)CN(c1cc(Cl)ccc1OC)S(C)(=O)=O	9	-16	0	2	-18

entry	thrombin 1536	KCC2 mod	PERK inh	Wee1 stabilizer
11	5	0.51	1.4	-2
12	-7	-2.8	1.3	0
13	-5	-0.38	-0.4	-1
14	-4	-0.87	-0.5	-1
15	-4	-2.9*	-0.8	4
16	-2	-0.39	-0.3	6
17	0	-0.23	0.6	-2
18	-5	-0.16	0.9	0
19	-5	.	-1.0	-1
20	-2	.	-0.1	3

Next records follow:
entry	compound	FXIIa inh 1536	hK5 inh	FXIa inh 1536	p97 ATPase inh	Furin inhibitor
21	Cc1c(NC(=O)Nc2ccc3c(c2)OCO3)c(=O)n(-c2ccccc2)n1C	-15	0	-15	3	-13[20 µM]
22	O=C(Nc1ccon1)c1ccccc1Cl	14	-13	3	0	-14[20 µM]
23	ON=Cc1cccn1-c1ccccc1	20	-12	0	5	-26
24	CN(C)c1ccc(N=Cc2ccco2)cc1	0	0	-4	6	5
25	N#Cc1ccccc1Sc1ccccc1C(=O)OCC(=O)NC1CCCCC1	14	-6	8	2	-21
26	O=C1CC(=O)N(c2cccc(F)c2)N1	-4	-5	0	22*	-30
27	O=C(NC(=S)Nc1ccccc1)c1cc([N+](=O)[O-])ccc1N1CCOCC1	10	8	0	0	-31
28	Cc1ccccc1-c1nn(-c2ccc(F)cc2F)cc1CNC1CC1	12	17	-5	5	-16
29	Cc1ccc(NC(=O)CCn2cccc2)cc1Cl	-3	9	1	0	-17
30	O=C(NC1CCC(O)CC1)c1ccc(S(=O)(=O)NCc2ccco2)cc1 (centres undefined)	16	1	3	-5	-8[20 µM]

entry	thrombin 1536	KCC2 mod	PERK inh	Wee1 stabilizer
21	-10	.	1.0	0
22	-1	-0.18	1.1	5
23	-6	-0.55	1.4	-1
24	-6	.	-0.1	3
25	0	-0.81	0.1	2
26	-2	1.1	0.4	-1
27	-2	0.85	1.4	-3
28	-2	.	-0.1	-2
29	-2	.	1.0	0
30	4	-0.2	-0.2	2

Next entries
entry	compound	FXIIa inh 1536	hK5 inh	FXIa inh 1536	p97 ATPase inh	Furin inhibitor
31	Cc1cc(N2CCN(c3cccc(C)c3C)CC2)nc(-c2ccccc2)n1	17	-3	8	-10	-20[20 µM]
32	O=C(NCc1ccccc1)c1ccc(Cl)nc1	32	29	45*	0	-8
33	Cc1nnc2n(C3CCCCC3)c(=O)c3c4c(sc3n12)COC(C)(C)C4	3	16	1	1	-19
34	O=C1/C(=C/c2ccccn2)COc2ccccc21	4	-1	-1	4	-17
35	COc1ccc(NC(=O)Cn2cc(C(=O)c3ccco3)c3ccccc32)cc1	4	-6	-3	5	-19[20 µM]
36	O=C(CC1SC(=O)N(Cc2ccc(Cl)cc2)C1=O)Nc1nccs1 (centres undefined)	6	-2	13	5	-17
37	CCn1c(-c2cc(OC)ccc2OC)csc1=Nc1c(C)n(C)n(-c2ccccc2)c1=O	17	6	9	3	-12
38	COc1cccc(/C=N/Nc2nc3ccccc3n3cnnc23)c1O	5	-47	1	6	-15
39	CCOc1ccc(N=Nc2c(=O)[nH]n3c(=O)cc(C)[nH]c23)cc1	13	-8	9	-17	3[20 µM]
40	COc1ccccc1N(C)S(=O)(=O)c1ccc(C(=O)Nc2ccc3nc(C)sc3c2)cc1	13	-17	6	3	4

entry	thrombin 1536	KCC2 mod	PERK inh	Wee1 stabilizer
31	-2	0.01	0.6	-2
32	24	-0.064	1.0	-2
33	1	.	0.1	3
34	4	0.53	1.2	-1
35	1	-1.2	-1.1	-3
36	2	-0.039	1.4	3
37	0	-0.49	-0.5	-2
38	1	-1.6	1.2	-2
39	3	.	1.5	0
40	-8	-2.3	-1.2	-2

Four compounds drawn at random from those above:
entry	compound	FXIIa inh 1536	hK5 inh	FXIa inh 1536	p97 ATPase inh	Furin inhibitor
33	Cc1nnc2n(C3CCCCC3)c(=O)c3c4c(sc3n12)COC(C)(C)C4	3	16	1	1	-19
38	COc1cccc(/C=N/Nc2nc3ccccc3n3cnnc23)c1O	5	-47	1	6	-15
34	O=C1/C(=C/c2ccccn2)COc2ccccc21	4	-1	-1	4	-17
40	COc1ccccc1N(C)S(=O)(=O)c1ccc(C(=O)Nc2ccc3nc(C)sc3c2)cc1	13	-17	6	3	4

entry	thrombin 1536	KCC2 mod	PERK inh	Wee1 stabilizer
33	1	.	0.1	3
38	1	-1.6	1.2	-2
34	4	0.53	1.2	-1
40	-8	-2.3	-1.2	-2

Next entries.
entry	compound	FXIIa inh 1536	hK5 inh	FXIa inh 1536	p97 ATPase inh	Furin inhibitor
41	COC(=O)c1[nH]c2ccc(C)cc2c1NC(=O)C1=COCCO1	8	-10	3	0	-21[20 µM]
42	COc1ccc(CN2C(=O)Cc3c2nc(N)c2c(N)nc(N4CCCCC4)c(C#N)c32)cc1	7	-9	4	5	-17
43	O=C(CSc1nc2ccccc2[nH]1)Nc1ccccc1N1CCOCC1	11	-5	-5	2	-7[20 µM]
44	CCc1nnc(NS(=O)(=O)c2ccc(NC(=S)NC(=O)c3ccncc3)cc2)s1	11	0	1	6	-25
45	CCN(CC)C(=O)c1c2c(nc3ccccc13)-c1ccccc1CC2	-21	-17	-6	-10	-13[20 µM]
46	C/C(CC(=O)Nc1ccc(Cl)c(C(F)(F)F)c1)=N\NC(=O)c1cccc(O)c1	11	2	-5	0	-5
47	Cc1nc(CNC(=O)CC2C(=O)NCCN2Cc2cccc(Oc3ccccc3)c2)cs1 (centres undefined)	-2	.	-2	-1	-20
48	CCOC(=O)c1ccc[n+](CC(=O)Nc2ccccc2OC(F)F)c1	6	2	-2	1	-21
49	CCC(=O)N/N=C/c1ccc(-c2ccc(Cl)cc2)o1	4	-2	-4	5	-8
50	Cc1ccc(N2C(=O)N(CC(=O)NCc3ccc(Cl)cc3)C(=O)C2C)cc1 (centres undefined)	13	7	-1	0	-20[20 µM]
51	C=CCSc1nc(C)cc(/C=C\c2ccccc2)c1C#N	13	-16	1	-3	-22[20 µM]

entry	thrombin 1536	KCC2 mod	PERK inh	Wee1 stabilizer
41	-6	.	1.3	-2
42	-5	0.12	-0.3	5
43	-1	0.046	-0.3	1
44	1	.	1.2	-2
45	10	-0.85	-1.3	-2
46	11	0.01	-0.1	-4
47	-3	.	0.1	-1
48	-3	0.56	0.4	-1
49	-6	.	1.0	0
50	3	-1.7	-0.3	-2
51	-8	.	0.9	-2

An excerpt from above in order of length of the SMILES, low to high.
entry	compound	FXIIa inh 1536	hK5 inh	FXIa inh 1536	p97 ATPase inh	Furin inhibitor
45	CCN(CC)C(=O)c1c2c(nc3ccccc13)-c1ccccc1CC2	-21	-17	-6	-10	-13[20 µM]
50	Cc1ccc(N2C(=O)N(CC(=O)NCc3ccc(Cl)cc3)C(=O)C2C)cc1 (centres undefined)	13	7	-1	0	-20[20 µM]
47	Cc1nc(CNC(=O)CC2C(=O)NCCN2Cc2cccc(Oc3ccccc3)c2)cs1 (centres undefined)	-2	.	-2	-1	-20

entry	thrombin 1536	KCC2 mod	PERK inh	Wee1 stabilizer
45	10	-0.85	-1.3	-2
50	3	-1.7	-0.3	-2
47	-3	.	0.1	-1

Assay outcomes: PubChem, several laboratories
